# Screening data (PubChem)
# Runt-SMMHC FRET – blocks binding of human RUNX1 Runt domain to CBFb-SMMHC; Q01196+Q13951; Cerulean-Runt/Venus-CBFb-SMMHC FRET ratio 530/480, 1 h; inhibition, % at 20 µM; 0.74% of 220,000 active; AID 1434;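 active means mean inhibition across duplicate retests at 20 µM reaching about 50%, limit read from the data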;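 further: 0% = DMSO wells and 100% = wells with excess untagged CBFb-SMMHC; inhibitors lower the FRET ratio by blocking Runt binding to CBFb-SMMHC; some results filed as inactive read as strong as hits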
# Tb hexokinase – blocks Trypanosoma brucei hexokinase 1 activity. recombinant TbHK1, G6PDH-coupled NADH A340. inhibition, % at 10 µM. 0.11% of 220,000 active;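 active means inhibition of 50% or more in the single-dose primary screen; inactive means inhibition below 50%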
# Mdm2 ligase inh – blocks human Mdm2 ubiquitin ligase activity; Q00987; 0.11% of 210,000 active; signal enhancement, % at 5 µM; cell-based MDM2 ubiquitination luciferase reporter, 2 h; 0 = plate control, 100 = twice control, blank-subtracted;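 active means signal enhancement of 30% or more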;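 further: luminescence tracks abundance of the self-degrading MDM2-luciferase fusion protein; higher signal means inhibition of MDM2 E3 ligase activity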
# Target sequence (Q00987 whole entry, looked up, the tested form may be a part): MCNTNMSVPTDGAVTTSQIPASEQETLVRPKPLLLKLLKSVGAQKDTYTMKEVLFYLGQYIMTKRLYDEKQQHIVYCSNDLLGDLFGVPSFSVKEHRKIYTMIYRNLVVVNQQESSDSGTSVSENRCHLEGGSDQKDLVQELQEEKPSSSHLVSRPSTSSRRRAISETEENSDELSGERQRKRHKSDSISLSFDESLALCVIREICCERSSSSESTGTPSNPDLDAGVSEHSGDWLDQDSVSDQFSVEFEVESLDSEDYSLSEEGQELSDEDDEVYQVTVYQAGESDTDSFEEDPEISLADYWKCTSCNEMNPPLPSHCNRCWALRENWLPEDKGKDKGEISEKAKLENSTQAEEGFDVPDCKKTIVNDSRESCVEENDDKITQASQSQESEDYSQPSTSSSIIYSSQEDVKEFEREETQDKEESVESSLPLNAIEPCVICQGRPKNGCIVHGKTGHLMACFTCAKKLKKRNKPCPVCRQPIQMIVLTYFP
#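 Timing – 2 h compound exposure at 37 °C · Assay system – mammalian cells stably expressing self-ubiquitinating, self-degrading MDM2 E3–luciferase fusion · Amount – 2000 cells seeded into each well · Measure – % luminescence enhancement versus blank-corrected plate control mean · Measured by – SteadyLite luminescence, 15 min reagent step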
# zVAD death inh – L929 zVAD cell death inhibition; 0.38% of 220,000 active; AID 1377; viability rescue, % at 10 µM; L929 zVAD necroptosis rescue, ATP luminescence, 24 h; with zVAD 60 µM;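 active means activation, scaled between plate controls, above about 75%, limit read from the data; inactive means activation under that limit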;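 further: 0% = zVAD with DMSO and 100% = DMSO alone without zVAD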
# 14-3-3 Bad PPI – disrupts binding of bovine 14-3-3 zeta to phospho-Bad peptide. P63103. TR-FRET 14-3-3zeta/Dy647-pBad peptide displacement, 1 h. inhibition, % at 21.7 µM. 0.71% of 220,000 active. AID 781;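 active means inhibition above about 70%, limit read from the data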;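 further: 0% = full 14-3-3 plus peptide FRET controls and 100% = background without 14-3-3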
# Target sequence (P63103 whole entry, looked up): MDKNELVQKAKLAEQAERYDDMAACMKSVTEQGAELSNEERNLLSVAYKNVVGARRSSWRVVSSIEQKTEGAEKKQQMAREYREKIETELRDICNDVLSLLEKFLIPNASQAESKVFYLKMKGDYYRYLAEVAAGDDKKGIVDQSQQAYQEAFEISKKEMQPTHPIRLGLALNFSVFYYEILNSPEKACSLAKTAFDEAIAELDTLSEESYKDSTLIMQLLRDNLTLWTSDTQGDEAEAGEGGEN
# Runt-CBFb FRET – Runt domain-CBFb interaction inhibition; Q01196+Q13951; Cerulean-Runt/Venus-CBFb FRET ratio 530/480, 1 h; inhibition, % at 20 µM; 0.46% of 220,000 active;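 active means inhibition over about 50% at 20 µM in the single-dose screen, limit read from the data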;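 further: 0% = DMSO wells and 100% = excess unlabeled CBFb competitor control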
#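 Reagent – Venus-CBFb binding partner, 100 nM · Assay system – Cerulean-tagged RUNX1 Runt domain (FRET donor) fusion protein · Input – 100 nM per protein · Incubation – two 1 h room-temperature incubations shielded from light · Measured by – FRET fluorescence · Medium – Tris buffer pH 7.5 with salts and BSA · Benchmarks – unlabeled CBFb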
# EBV gp42 block – blocks Epstein-Barr virus glycoprotein 42 binding. Q1HVG2. Fluorescence polarization binding assay, mP read-out. inhibition, % (tested at 21.74 µM). 0.42% of 220,000 active. AID 1085; in the data active means inhibition above about 50%
# Target sequence (Q1HVG2 whole entry, looked up): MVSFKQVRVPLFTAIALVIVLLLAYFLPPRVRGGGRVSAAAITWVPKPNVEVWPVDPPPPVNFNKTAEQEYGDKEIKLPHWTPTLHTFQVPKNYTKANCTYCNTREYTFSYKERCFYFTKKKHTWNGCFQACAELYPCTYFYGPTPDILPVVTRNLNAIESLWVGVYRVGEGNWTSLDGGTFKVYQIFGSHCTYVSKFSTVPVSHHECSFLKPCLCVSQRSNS
# Hck-Nef inh – human Hck-Nef kinase inhibition; Recombinant Hck-YEEI plus Nef, Z-Lyte FRET kinase assay; inhibition, % at 20 µM; 0.68% of 220,000 active; AID 463187;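 active means Hck-Nef kinase inhibition above about 50%, limit read from the data; inactive means inhibition below that limit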;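 further: 0% = DMSO with Hck plus Nef and 100% = Hck alone without Nef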
# p47phox inh – p47phox (human) inhibition | P14598 | 0.53% of 220,000 active | inhibition, % at 24.7 µM | p47phox/p22phox peptide binding, fluorescence polarization, 2 h;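 active means inhibition above about 30%, limit read from the data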;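 further: 0% = p47phox with labelled peptide and 100% = labelled peptide alone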
# Numbers without * were called inactive; / = not tested or not shown; [ ] = another dose, or the depositor's remark.
SMILES,Runt-SMMHC FRET,Tb hexokinase,Mdm2 ligase inh,zVAD death inh,14-3-3 Bad PPI,Runt-CBFb FRET,EBV gp42 block,Hck-Nef inh,p47phox inh
OCCC1CN(Cc2ccc(Oc3ncccn3)cc2)CCN1C1CCCCC1 (stereo not given),-18,-10,-16,-0.7,-6,2,-6,9,9
O=C1CCCc2oc3ccc(O)cc3c21,3,0,-4,0.8,0,-1,-24,-9,5
O=C(NN=C1CCCC1)C(=O)Nc1cccc(C(F)(F)F)c1,0,4,-11,1.2,9,0,-12,0,-1
CN(C)Cc1ccccc1Sc1cccc2ccccc12,-1,23,-15,0.4,-22[fluorescence artefact?],-4,-6,1,-8
COc1ccccc1NC(=O)c1ccc(NS(=O)(=O)c2ccc(F)c(Cl)c2)cc1,4,14,-5,1.3,2,-2,13,3,-22
Cc1ccc(C(=O)C2CCN(CC(=O)N3CCN(c4ccc(F)cc4)CC3)CC2)cc1,1,1,-8,-0.1,-8,-4,-23,15,-11
COc1ccc(C)cc1-n1nnnc1SCC(=O)c1ccc2c(c1)OCCO2,-6,-4,-10,-0.5,-38[fluorescence artefact?],0,-25,0,-42
CCc1c(C)sc2nc3c(C(=O)N4CCOCC4)cc(C(=O)c4cc(F)ccc4O)cn3c(=O)c12,0,-15,-13,-0.2,0,-7,1,-15,-8
Cc1ccccc1Oc1cc(NC(=O)CCCn2nc(C)c([N+](=O)[O-])c2C)cc([N+](=O)[O-])c1,-2,14,6,-0.3,-6,1,-28,0,-53
Cc1ccc(C(=O)NC(=S)Nc2ccc3c(c2)OCCO3)c(C)c1,5,0,-7,0.9,-10,3,-4,0,-14
CC(C)NC(=O)Cn1c(SCC(=O)N2CCCc3ccccc32)nc2ccccc21,28,4,-11,-0.1,-9,3,3,3,-14
COc1ccc(/C=N/Nc2ncnc(Cl)c2N)cc1OC,0,-88,-12,39,-2,27,0,7,-34
Cc1nnc(N(Cc2ccco2)C(=O)c2cccc(C#N)c2)s1,-2,5,2,0.1,10,2,-1,2,-11
COC(=O)c1ccc(OCc2nc(N)nc(N3CCOCC3)n2)cc1,0,6,-14,-0.2,-1,1,-9,-10,-10
CCc1ccccc1NC(=O)CC1CS(=O)(=O)CC1CC(=O)Nc1ccccc1CC (stereo not given),-1,-4,/,-0.2,1,-1,-6,1,-18
COc1ccc(Br)cc1C(=O)Nc1ccc(O)cc1,-3,-5,-6,0.9,-7,1,0,2,2
CCOc1ccc(N(Cc2ccccc2F)C2=NC3CS(=O)(=O)CC3S2)cc1 (stereo not given),-2,0,-21,-0.6,3,-6,2,7,-12
Cc1cc(C)c(S(C)(=O)=O)c(Oc2ccc(C(C)(C)C)cc2)n1,-1,-2,-17,-0.2,-1,-2,-1,1,-2
CCc1cccc2c(=O)c(C(=O)N3CCCCCC3)c[nH]c12,-2,-5,-4,-0.6,5,2,-10,-1,-14
Nc1nc(Sc2c([N+](=O)[O-])cc(C(F)(F)F)cc2[N+](=O)[O-])n[nH]1,4,-16,-13,-0.7,-8,12,-15,-20,1
Cc1[nH][nH]c(=O)c1C=NCc1cccc(C(F)(F)F)c1,-2,-6,9,2.0,-7,-1,-6,-10,8
NC(=O)NC(c1ccccc1)c1ccccc1F (stereo not given),-1,-1,-3,0.1,-4,-1,-3,0,-1
COC(=O)c1oc2nc(C)cc(C)c2c1N,1,-17,-13,-0.3,-4,1,-2,3,-11
N#Cc1c(N2C(=O)Nc3ccccc3N2O)sc2c1CCCC2,1,-4,-11,1.9,2,3,3,11,0
O=C(c1cccc(S(=O)(=O)N2CCOCC2)c1)N1CCN(c2ccc(F)cc2)CC1,2,-1,-14,-0.3,9[fluorescence artefact?],4,-3,-2,-19

# Random excerpt: four records from the list
SMILES,Runt-SMMHC FRET,Tb hexokinase,Mdm2 ligase inh,zVAD death inh,14-3-3 Bad PPI,Runt-CBFb FRET,EBV gp42 block,Hck-Nef inh,p47phox inh
CCc1c(C)sc2nc3c(C(=O)N4CCOCC4)cc(C(=O)c4cc(F)ccc4O)cn3c(=O)c12,0,-15,-13,-0.2,0,-7,1,-15,-8
COc1ccc(/C=N/Nc2ncnc(Cl)c2N)cc1OC,0,-88,-12,39,-2,27,0,7,-34
Cc1ccc(C(=O)C2CCN(CC(=O)N3CCN(c4ccc(F)cc4)CC3)CC2)cc1,1,1,-8,-0.1,-8,-4,-23,15,-11
OCCC1CN(Cc2ccc(Oc3ncccn3)cc2)CCN1C1CCCCC1 (stereo not given),-18,-10,-16,-0.7,-6,2,-6,9,9

# One compound at a time, as listed above. Order of values: Runt-SMMHC FRET, Tb hexokinase, Mdm2 ligase inh, zVAD death inh, 14-3-3 Bad PPI, Runt-CBFb FRET, EBV gp42 block, Hck-Nef inh, p47phox inh
# `Nc1nc(Sc2c([N+](=O)[O-])cc(C(F)(F)F)cc2[N+](=O)[O-])n[nH]1` is entered as 4, -16, -13, -0.7, -8, 12, -15, -20, 1
# `Cc1ccc(C(=O)C2CCN(CC(=O)N3CCN(c4ccc(F)cc4)CC3)CC2)cc1` is entered as 1, 1, -8, -0.1, -8, -4, -23, 15, -11
# `COC(=O)c1oc2nc(C)cc(C)c2c1N` is entered as 1, -17, -13, -0.3, -4, 1, -2, 3, -11
# `O=C(NN=C1CCCC1)C(=O)Nc1cccc(C(F)(F)F)c1` is entered as 0, 4, -11, 1.2, 9, 0, -12, 0, -1
# `COc1ccc(Br)cc1C(=O)Nc1ccc(O)cc1` is entered as -3, -5, -6, 0.9, -7, 1, 0, 2, 2

# (list continues)
SMILES,Runt-SMMHC FRET,Tb hexokinase,Mdm2 ligase inh,zVAD death inh,14-3-3 Bad PPI,Runt-CBFb FRET,EBV gp42 block,Hck-Nef inh,p47phox inh
COc1cccc(/C=C/C(=O)OCC(=O)Nc2ccc(Cl)c(S(=O)(=O)N(C)C)c2)c1OC,-1,0,-14,1.6,-10,0,-10,16,-40
Cn1c(=O)cc(OCC(=O)NC2CCCCC2)c2ccccc21,2,1,-53,-0.1,8,0,-9,-22,3
COc1ccc(-c2cc3nc(C)c(CCC(=O)N4CCN(c5ccccn5)CC4)c(C)n3n2)c(OC)c1,-7,-23,-11,0.3,2,-3,-5,-2,-4
Cc1n(CC(O)COC2CCCCC2)c2ccccc2[n+]1C (stereo not given),9,4,/,0.0,14[fluorescence artefact?],-5,-47,4,-9
CCC(Cc1ccccc1)NC(=O)CN1C(=O)CSc2ncccc21 (stereo not given),0,5,-4,-0.4,5[fluorescence artefact?],0,-2,-6,3
CC1(c2ccccc2)NC(=O)N(CC(=O)NC(=O)NC2CCCC2)C1=O (stereo not given),-2,1,-19,0.4,0,-2,5,-1,-3
COc1ccccc1N(C)S(=O)(=O)c1ccc(C(=O)NC(C)(C)C)cc1,0,-5,-14,-0.3,33[fluorescence artefact?],4,-18,3,179*
CNc1nc(-c2ccc3c(c2)CCN3C(=O)c2ccccc2F)cs1,2,-20,-13,37,-6,4,12,27,5
COc1ccc(C(C)=O)cc1Cn1nc(C)c([N+](=O)[O-])c1C,-1,-1,-21,0.9,-2,0,-4,-25,-6
Cc1c(N=Nc2ccc(O)cc2)c(=O)n(-c2ccccc2)n1C,-2,-26,-1,-0.3,-8,1,1,-17,-6
CC(C)Cn1c(N)c(C(=O)COC(=O)CCc2nc3ccccc3s2)c(=O)n(C)c1=O,0,4,-23,-0.9,4,-5,6,-3,5
CCN(CC)S(=O)(=O)c1cc(OC)c(C)cc1C,0,-3,-1,1.1,-9,7,7,11,-6
COc1cc(C(=O)NCCc2ccc(S(N)(=O)=O)cc2)cc(OC)c1OC,-2,2,-11,-0.2,3,1,-13,-1,-4
Cc1cc(O)ccc1NC(=O)c1ccccc1,-3,3,-29,0.6,0,2,-23,1,4
CSc1nc(NCc2ccco2)c2ccccc2n1,-3,-22,-7,-0.7,-1,0,7,-2,-29
COc1ccc(NCC(=O)N/N=C/C2CCCCC2)cc1,4,-6,-10,-0.1,-7,-2,-12,14,-15
CCCCNS(=O)(=O)c1ccc(OC)c(Cl)c1Cl,-1,-3,1,-0.1,-5,-1,-9,0,-18
CC(C)(C)NC(=O)C(c1ccncc1)N(C(=O)C1CSC(=O)C1)c1ccccc1 (stereo not given),0,-8,-2,5.1,-2,1,-9,19,3
Cc1cc(C)c(C#N)c(Sc2nnnn2-c2ccccc2)n1,2,6,-10,-0.3,1,0,-3,16,-16
CC(C)(C)NC(=O)c1oc2ccccc2c1COc1ccccc1,-1,1,/,0.7,-8,1,-1,3,-5
C=CCNC(=S)N1CCN(CCN=Cc2c(C)[nH]n(-c3ccc([N+](=O)[O-])cc3)c2=O)CC1,-1,-18,-10,-1.8,-5,0,15,6,13
Cc1cccc(N(C(=O)c2ccc(CN3CCOCC3)o2)C(C(=O)NC2CCCCC2)c2ccc(F)cc2)c1 (stereo not given),4,-15,6,-0.3,17[fluorescence artefact?],-1,-17,-4,5
COc1ccc(N(CC(=O)N2CCN(C)CC2)S(=O)(=O)c2ccccc2)cc1OC,6,0,-4,0.3,11,1,-15,-1,-11
CC1(C)COC2(OC1)C(=O)Nc1ccccc12,0,-1,-1,4.0,-6,-2,-11,15,-9
COc1ccc(/C=N/NC(=O)c2cccnc2)cc1CN1CCc2cc(OC)c(OC)cc2C1C (stereo not given),0,-20,-9,0.4,-12,-2,-2,-9,-1
SMILES,Runt-SMMHC FRET,Tb hexokinase,Mdm2 ligase inh,zVAD death inh,14-3-3 Bad PPI,Runt-CBFb FRET,EBV gp42 block,Hck-Nef inh,p47phox inh
O=C(Oc1cccc2cccnc12)c1cccc(N2C(=O)C3C4CCC(C4)C3C2=O)c1 (stereo not given),-2,-3,0,-0.7,8[fluorescence artefact?],2,-2,1,-9
CN(c1c[nH]c(=O)[nH]c1=O)C1CCCCC1,-2,-5,6,7.9,-7,-1,-10,16,-7
Cc1cc(-c2nnc(CCC(=O)N(CC3CC3)CC3CCCO3)o2)no1 (stereo not given),0,-7,-11,-0.4,-14,-2,-14,6,0
Nc1nonc1-c1nc2ccccc2n1CC(=O)N/N=C/c1ccc(-c2cccc(C(=O)O)c2)o1,34,-48,-9,0.4,7,37,-9,91*,-40
O=C(Nc1cccc2c1CCCC2)C1CCN(c2nnnn2-c2ccccc2)CC1,1,0,-20,0.5,0,-1,-22,0,-4
CCOC(=O)C(C)n1cnc2c(nnn2-c2cccc(Cl)c2)c1=O (stereo not given),-3,-1,-11,2.5,0[fluorescence artefact?],2,-10,2,-16
Nc1ccc2nc(CCCO)[nH]c2c1,0,-17,/,0.2,0,2,-12,28,-2
COc1ccc(C)cc1NC(=O)C(Sc1nnc(-c2cccs2)o1)c1ccccc1 (stereo not given),-1,25,-6,-0.5,-17[fluorescence artefact?],-4,-6,3,-6
Cc1cc(C(F)(F)F)cc(NNC(=O)NC(=O)c2c(F)cccc2Cl)n1,3,1,-13,2.2,-5,-2,-12,2,-13
